# Pf apPOL block – Pf-apPOL DNA polymerase inhibition | AID 1794808 | Recombinant Pf-apPOL, molecular beacon fluorescence, 1.5 h | hit rate 0.25% among 210,000 | inhibition, % at 10 µM
# mHTT CaM bind – disrupts binding of mutant huntingtin to calmodulin. P42858. AlphaScreen His-mHTT/GST-CaM binding, luminescence. inhibition, % at 15 µM. hit rate 3.6% among 190,000. AID 1671202;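 further: 0% = both proteins with DMSO and 100% = one protein alone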
# Target sequence (P42858 whole entry, looked up, stated change not applied): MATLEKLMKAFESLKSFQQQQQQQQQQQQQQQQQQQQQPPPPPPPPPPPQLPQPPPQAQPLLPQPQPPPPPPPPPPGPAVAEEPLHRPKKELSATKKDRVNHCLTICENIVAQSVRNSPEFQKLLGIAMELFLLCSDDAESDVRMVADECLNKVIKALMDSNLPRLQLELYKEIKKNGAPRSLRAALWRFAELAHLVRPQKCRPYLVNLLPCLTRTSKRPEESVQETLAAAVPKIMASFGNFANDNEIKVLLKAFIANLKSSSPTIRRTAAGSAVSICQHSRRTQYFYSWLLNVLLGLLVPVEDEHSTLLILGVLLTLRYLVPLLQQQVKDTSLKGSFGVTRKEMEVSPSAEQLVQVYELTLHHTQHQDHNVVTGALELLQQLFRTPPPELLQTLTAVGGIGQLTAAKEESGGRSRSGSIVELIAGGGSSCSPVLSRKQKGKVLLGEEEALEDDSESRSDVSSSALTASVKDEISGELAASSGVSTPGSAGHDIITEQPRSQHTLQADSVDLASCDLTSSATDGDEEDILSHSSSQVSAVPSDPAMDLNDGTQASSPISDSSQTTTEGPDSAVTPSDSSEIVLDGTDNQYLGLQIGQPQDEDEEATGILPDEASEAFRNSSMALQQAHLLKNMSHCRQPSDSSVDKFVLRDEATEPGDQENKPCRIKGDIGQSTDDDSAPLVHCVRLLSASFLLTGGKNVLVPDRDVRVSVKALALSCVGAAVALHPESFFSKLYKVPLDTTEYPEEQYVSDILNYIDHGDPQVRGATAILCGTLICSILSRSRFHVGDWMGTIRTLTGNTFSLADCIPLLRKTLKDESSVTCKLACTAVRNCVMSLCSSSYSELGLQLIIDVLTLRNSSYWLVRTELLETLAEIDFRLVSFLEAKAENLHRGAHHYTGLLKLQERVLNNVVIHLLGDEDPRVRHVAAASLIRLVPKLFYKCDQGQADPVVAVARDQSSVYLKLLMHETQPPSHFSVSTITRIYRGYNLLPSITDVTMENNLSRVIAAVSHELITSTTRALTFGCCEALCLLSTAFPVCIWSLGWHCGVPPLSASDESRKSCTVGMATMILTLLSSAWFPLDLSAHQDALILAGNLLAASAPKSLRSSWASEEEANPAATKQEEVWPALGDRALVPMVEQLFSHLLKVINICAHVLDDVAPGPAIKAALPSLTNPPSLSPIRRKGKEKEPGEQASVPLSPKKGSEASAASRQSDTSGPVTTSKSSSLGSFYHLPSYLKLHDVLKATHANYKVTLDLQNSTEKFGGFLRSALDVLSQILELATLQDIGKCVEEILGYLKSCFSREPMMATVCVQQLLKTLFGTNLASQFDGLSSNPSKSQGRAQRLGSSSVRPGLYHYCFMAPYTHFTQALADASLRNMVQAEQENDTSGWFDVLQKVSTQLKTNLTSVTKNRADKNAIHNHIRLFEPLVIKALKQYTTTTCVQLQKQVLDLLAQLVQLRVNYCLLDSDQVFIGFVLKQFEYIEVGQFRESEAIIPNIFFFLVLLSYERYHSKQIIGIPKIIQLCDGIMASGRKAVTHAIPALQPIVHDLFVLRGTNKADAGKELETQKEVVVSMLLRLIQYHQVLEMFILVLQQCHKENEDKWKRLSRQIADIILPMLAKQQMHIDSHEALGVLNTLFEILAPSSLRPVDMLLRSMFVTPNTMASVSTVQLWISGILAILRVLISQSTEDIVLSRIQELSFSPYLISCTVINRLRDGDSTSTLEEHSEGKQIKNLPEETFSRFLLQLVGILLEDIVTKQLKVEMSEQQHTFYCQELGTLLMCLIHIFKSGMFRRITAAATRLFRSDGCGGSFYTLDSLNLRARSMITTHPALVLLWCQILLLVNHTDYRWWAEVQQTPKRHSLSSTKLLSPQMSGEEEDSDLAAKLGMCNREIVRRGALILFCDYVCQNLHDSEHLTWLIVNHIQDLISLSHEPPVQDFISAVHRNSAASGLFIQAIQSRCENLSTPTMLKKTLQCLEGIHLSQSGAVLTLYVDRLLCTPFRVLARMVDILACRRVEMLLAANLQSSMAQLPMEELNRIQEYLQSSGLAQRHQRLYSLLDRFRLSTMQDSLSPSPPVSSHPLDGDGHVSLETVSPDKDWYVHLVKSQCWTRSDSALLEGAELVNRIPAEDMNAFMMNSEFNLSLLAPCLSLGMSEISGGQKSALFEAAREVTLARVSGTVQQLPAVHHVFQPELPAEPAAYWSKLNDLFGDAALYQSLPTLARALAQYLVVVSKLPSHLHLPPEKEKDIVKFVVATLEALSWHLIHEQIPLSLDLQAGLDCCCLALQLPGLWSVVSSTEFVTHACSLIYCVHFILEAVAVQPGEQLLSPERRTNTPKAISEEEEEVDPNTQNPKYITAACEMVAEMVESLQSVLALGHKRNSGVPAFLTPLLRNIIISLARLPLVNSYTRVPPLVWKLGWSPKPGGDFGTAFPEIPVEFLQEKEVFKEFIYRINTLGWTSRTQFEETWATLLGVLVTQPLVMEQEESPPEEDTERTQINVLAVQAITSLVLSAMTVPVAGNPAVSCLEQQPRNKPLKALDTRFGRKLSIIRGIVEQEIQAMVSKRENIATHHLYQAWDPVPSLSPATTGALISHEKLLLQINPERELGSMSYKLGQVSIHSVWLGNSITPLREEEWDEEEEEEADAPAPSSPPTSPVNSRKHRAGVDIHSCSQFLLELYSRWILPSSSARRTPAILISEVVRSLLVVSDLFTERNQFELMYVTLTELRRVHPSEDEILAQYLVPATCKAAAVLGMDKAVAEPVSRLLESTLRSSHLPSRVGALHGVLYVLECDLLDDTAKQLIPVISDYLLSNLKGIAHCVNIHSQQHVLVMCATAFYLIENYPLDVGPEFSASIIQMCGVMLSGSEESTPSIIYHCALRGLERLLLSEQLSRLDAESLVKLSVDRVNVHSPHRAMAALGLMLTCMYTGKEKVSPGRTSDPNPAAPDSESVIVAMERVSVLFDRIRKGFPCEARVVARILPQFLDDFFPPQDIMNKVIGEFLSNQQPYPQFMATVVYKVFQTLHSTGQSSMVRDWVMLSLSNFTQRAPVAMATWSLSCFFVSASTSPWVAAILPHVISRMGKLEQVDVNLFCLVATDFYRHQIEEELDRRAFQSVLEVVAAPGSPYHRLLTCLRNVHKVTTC
# An asterisk follows results filed as active; . = not tested or not shown; & = joins results of further samples. No stated cut-off is given here; in the data, active means inhibition above about 50%; inactive means the rest.
SMILES,Pf apPOL block,mHTT CaM bind
NC(=O)C1CCN(c2ncnc3c2c(-c2ccccc2)cn3-c2ccc(Cl)cc2)CC1,-5,30
N#Cc1ccc(C=Nc2ccc(Cl)cc2Cl)nc1SCc1ccc(Cl)cc1,-10&-34,.
CCCN(CCC)CCCNC(=O)c1cc2cc3ccc(OC)cc3nc2o1,-11,-1
O=C(c1cc(F)c(F)cc1Cl)N1CCN(c2ccc([N+](=O)[O-])cc2F)CC1,-3,10
O=C(NCc1ccncc1)C1CCCN(c2nnc3ccc(C(F)(F)F)cn23)C1 (centres undefined),0,0
CCN(CC)CCNC(=O)C(C)C1CCN(S(=O)(=O)c2cccs2)CC1 (centres undefined),-2,-11
C=CCNc1nc2ccccn2c(=O)c1/C=C1\SC(=O)N(CCC)C1=O,-1,9
c1ccc(N2CCN(Cc3ccco3)CC2)cc1,-8,5
C=C(C)COc1ccc2c(c1)OC(=Cc1cccc(C)c1)C2=O,6,-4
CC1(C)CC(=O)C2=C(C1)OC(c1cc3c(cc1[N+](=O)[O-])OCO3)C(C#N)=C2N (centres undefined),-9,24
COc1ccc(C(=O)Nc2cccnc2)cc1S(=O)(=O)N1CCOCC1,-1&1,-1&0
CCN(C)c1ccc(/C=C2/C(=O)N(c3ccc(C)c(C)c3)N=C2C)cc1,0,58*
O=C(CCS(=O)(=O)c1ccc(Br)s1)Nc1cccc(F)c1,-8,-11
Cc1ccccc1CNC(=O)C1CCN(c2cncnc2N2CCOCC2)CC1,-1,0
S=C(CCC(=S)Nc1ccc(Cl)cc1)Nc1ccc(Cl)cc1,2&3,.
COc1ccc(Cl)cc1NC(=O)c1cc(Cl)ccc1OC,-3,-6
O=c1c2ccccc2nc(/C=C/c2cccc([N+](=O)[O-])c2)n1Cc1ccccc1,0,1
Cc1ccc(-n2c(SCC(=O)Nc3ccc(C)c(Cl)c3)nc3c(c2=O)SCC3)cc1,0,9
C1CCC(C2CCCNC2)CC1 (centres undefined),-5,0
O=C1OC(c2cccc(Cl)c2)=N/C1=C\c1cccc(Cl)c1,-4,7
CCc1ccccc1NC(=O)C1CC(c2cccc(OC)c2)=NO1 (centres undefined),-11,-8
COc1ccccc1Oc1coc2cc(OC(=O)c3ccco3)ccc2c1=O,-2,11
COc1cc(CN2CCCC2c2cc(C)on2)ccc1O (centres undefined),-1,1
CCOc1ncnc2c1sc1nc(N3CCOCC3)c3c(c12)CC(C)(C)OC3,-4,1
Cn1cc2c3c(cccc31)CN(C(=O)Cc1ccc(Cl)cc1)CC2,-1,27

# Later entries
SMILES,Pf apPOL block,mHTT CaM bind
Cc1cccc(CN2CCN(C3CN(C4CCCCC4)S(=O)(=O)C3)CC2)c1 (centres undefined),3,30
Cc1ccc(C(=O)Nc2cc(Cl)ccc2C)c(Cl)c1,-1,1
CCOC(=O)c1cc(-c2ccccc2)sc1NC(=S)N1CCN(c2ccccc2)CC1,-3,.
COc1ccc(OCC2c3cc(OC)c(OC)cc3CCN2C(=O)c2ccco2)cc1 (centres undefined),5,14
O=C(c1ccc2ccccc2n1)N1CC2CN(S(=O)(=O)c3ccccc3)CC(C1)O2,-3,-5
O=C1C(Nc2ccccc2)=CC(c2ccc(O)cc2)N1c1ccccc1 (centres undefined),-4,41
Cc1ccc(CNC(=O)C2CCCN(c3cnn(Cc4ccccc4)c(=O)c3)C2)cc1C (centres undefined),-5,18
CCN1C(=O)CCc2cc(NC(=O)c3ccsc3)ccc21,-10,-3
CCCC(=O)Nc1nc2c(s1)CCCC2,1,5
CCNC(=O)C1CCCN(c2nc3ncn(CC(=O)NC4CCCC4)c(=O)c3s2)C1 (centres undefined),-1,-1
COc1cc2oc(=O)cc(-c3cccc(-c4ccc(C(F)(F)F)cc4)c3)c2c(OC)c1OC,-4,-1
CCCCC(=O)NCCC1CCN(C(=O)c2ccccc2)CC1,3,31
O=C(NCc1csc(C2CCN(S(=O)(=O)c3cccs3)CC2)n1)C1CC1,-3,-4
COc1ccc([N+](=O)[O-])cc1Nc1nc(C)nc2sc(C)cc12,-12,0
Cc1cccc(C)c1NC(=O)Cn1cnc2c(oc3ccccc32)c1=O,-2,-4
O=[N+]([O-])c1ccc(-n2nncc2C23CC4CC(CC(C4)C2)C3)cc1,1,18
CCOc1ccc(-c2cn(-c3ccc(C)c(Cl)c3)c(=O)[nH]2)cc1,-7,17
CC1=CC(=C2C(=O)NC(=O)NC2=O)C=C(C)O1,-2,-1
CC(C)N1CCC(CC(=O)N2CCc3c(c(-c4nc(-c5ccccc5)no4)nn3C)C2)CC1,-12,1
Clc1ccccc1-c1noc(-c2ccccc2Br)n1,1,-83
COc1cccc(OCCOc2c(OC)cccc2OC)c1,-4,-26
CCC(=O)NCc1nc2c(n1CC)CN(S(=O)(=O)c1ccc(C)c(C)c1)CC2,-5,8
Cc1ccc(C(=O)Nc2ccc(F)cc2)c(Cl)c1,-1,1
Cc1ccc2c(c1)C1C(=C(N)O2)C(N)=Cc2ccc(Br)cc21 (centres undefined),.,14
S=c1[nH]nc(NCCc2ccc(Cl)cc2)s1,0,.

# Gathered by group: the compounds so far containing fluorine
SMILES,Pf apPOL block,mHTT CaM bind
O=C(c1cc(F)c(F)cc1Cl)N1CCN(c2ccc([N+](=O)[O-])cc2F)CC1,-3,10
O=C(NCc1ccncc1)C1CCCN(c2nnc3ccc(C(F)(F)F)cn23)C1 (centres undefined),0,0
O=C(CCS(=O)(=O)c1ccc(Br)s1)Nc1cccc(F)c1,-8,-11
COc1cc2oc(=O)cc(-c3cccc(-c4ccc(C(F)(F)F)cc4)c3)c2c(OC)c1OC,-4,-1
Cc1ccc(C(=O)Nc2ccc(F)cc2)c(Cl)c1,-1,1

# The results go on.
SMILES,Pf apPOL block,mHTT CaM bind
CCN1c2ccccc2C(=O)NC12CCN(C(=O)c1ccc(C#N)cc1)CC2,1,10
O=C(c1cc2ccccc2s1)N1CCC(O)(c2ccc(Cl)cc2)CC1,-1,.
CCN1CCN(c2ccc(NC(=O)c3cccc(C(F)(F)F)c3)cn2)C1=O,-1,-6
O=C(Nc1ccc(F)c(Cl)c1)c1cc2cc3ccc(Cl)cc3nc2o1,-2,-3
COc1ccc(C2CC(=O)n3c(nc4ccccc43)S2)cc1 (centres undefined),-5,-3
CN(Cc1nc2ccccc2n1Cc1ccccc1F)C(=O)c1ccco1,-12,1
COc1ccc(OC)c(-c2c(C)c3cc(OC(=O)C4CC4)ccc3oc2=O)c1,-9,1
CC(=O)N1CCc2c(sc(NC(=O)c3cc(Cl)sc3Cl)c2C(N)=O)C1,9,47
NNC(=O)CNc1ccc(Cl)cc1,-2,-4
O=C(CSc1cn(Cc2ccc(Cl)cc2)c2ccccc12)N1CCCCC1,-3,31
Cc1cc(OCC(=O)Nc2ccc(Cl)cc2)nc(N2CCCC2)n1,-2,3
CCOC(=O)N1CCN(C(=O)CN(c2cccc([N+](=O)[O-])c2)S(=O)(=O)c2ccccc2)CC1,-4,17
O=C(CCCOc1ccc(Cl)cc1Cl)Nc1ncc([N+](=O)[O-])s1,-1&0,1&6
COc1cc(NC(=O)c2ccc(F)cc2)ccc1NC(=O)c1cc2ccccc2o1,-10,5
CCN(c1ccc(F)cc1)S(=O)(=O)c1ccc2[nH]cc(C(=O)N3CCCC3)c(=O)c2c1,-6,17
O=C(NCc1ccccn1)c1c[nH]c2c(Cl)cccc2c1=O,3,-15
COc1cc(/C=C2/N=C(c3ccccc3)OC2=O)cc(OC)c1OC,-3,3
Cc1ccc(-c2nc3ncccc3o2)cc1NC(=O)c1ccc(F)cc1,-2,-2
COc1c(Cl)cc([N+](=O)[O-])c(OC)c1C(=O)O,-2,.
Cc1cc(NC(=O)c2cccnc2)ccc1-c1cc2ccccc2oc1=O,-11,15
CC(C)CC1C(=O)N(Cc2cn(CCC3OCCCO3)nn2)CCS(=O)(=O)N1Cc1ccc(-c2cccc(N(C)C)c2)cc1 (centres undefined),-2,69*
O=c1/c(=C/c2ccccc2F)sc2nc(-c3ccccc3)nn12,-3,2
Cc1ccc(N2C(=O)CSC2c2ccc(F)cc2)cc1F (centres undefined),-6,-20
Cc1cccc(NC(=O)CN2C(=O)C(c3ccc(F)cc3)=NC23CCCC3)c1C,-4,0
O=C(Nc1cccc(NC(=O)c2ccccc2F)c1)c1ccco1,-1,0

# Next structures follow.
SMILES,Pf apPOL block,mHTT CaM bind
CCNC(=O)c1ccc(CN2CCN(c3ccc(C)cc3)CC2)o1,-8,12
COc1ccc(C(c2c(O)cc(C)oc2=O)c2c(O)cc(C)oc2=O)cc1OC,0,6
COC(=O)c1ccccc1NC(=O)c1nnn(-c2cc(C)ccc2Cl)c1C,-2,-16
O=C(Cc1cccs1)N1CCCC(c2ccnc(Nc3cccc(F)c3)n2)C1 (centres undefined),-6,75*
Cc1cccc(-c2noc(C3CCN(CC(=O)Nc4ccc(F)cc4F)CC3)n2)c1,1,-11
CCn1c(-c2cc(NC(=O)C3CC3)n[nH]2)cc2ccc(OC)cc21,-4,27
COc1ccc(C=NCc2ccc(OC)cc2)cc1,0,.
CCOC(=O)N1CCN(CC(O)COc2ccc(C(C)(C)C)cc2)CC1 (centres undefined),-6,13
Cc1nc(-c2ccc(C(=O)NC3CCCC3)cc2)cs1,9,0
Cc1ccc(SCC(=O)c2ccc(CC(=O)O)s2)cc1,49,.
Cc1nc(SCC(=O)Nc2cccc(C(F)(F)F)c2)c2cnn(-c3ccccc3)c2n1,1,-6
N#CC1=C(N)OC2=C(C(=O)CC(c3ccccc3)C2)C1c1ccc(-c2ccccc2)cc1 (centres undefined),-4,20
CC(C)n1c(=O)c2c(ncn2Cc2ccc(F)c(F)c2)n(-c2ccc(F)cc2)c1=O,0,19
COc1ccc(OC)c(C=C2Oc3c(ccc(O)c3CN3CCCC3)C2=O)c1,-10,17
COc1ccc(CN2CCN(C(=O)CC(C)C)CC2)cc1Br,4,-1
O=C(CC1CCCC1)N1CCC(CCOc2ccc(F)cc2)CC1,-4,-15
CSC1=N/C(=C\c2ccc3c(c2)OCO3)C(=O)S1,-30,-2
Cc1ccc(C2CC(C(F)(F)F)n3nc(C(=O)Nc4ccccc4C)cc3N2)cc1 (centres undefined),-2,1
Cc1cc(C(=O)N(C)CC(=O)N2CCC(C)CC2)no1,-1,-1
Cc1ccc(NC(=O)Cn2nc3c(cc2=O)CCCC3)cc1C,3,0
CCOC(=O)Cn1nnc(-c2cc(Cl)cc(Cl)c2)n1,-4&2,.
COc1ccc(C2=NN(c3nc4ccccc4s3)C(=O)/C2=C\N(C)C)cc1,-1,73*
COCCN1CCC(N2CCCN(S(=O)(=O)c3c(C)c(C)cc(C)c3C)CC2)C1=O (centres undefined),-7,7
CN(CCC#N)S(=O)(=O)c1ccc2nc(-c3ccccc3)[nH]c2c1,2,-1
CC1=C(C(=O)Nc2ccc(Br)cn2)C(c2cccnc2)C2=C(CC(C)(C)CC2=O)N1 (centres undefined),3,3

# Part of the list above, reformatted:
CCN1c2ccccc2C(=O)NC12CCN(C(=O)c1ccc(C#N)cc1)CC2
- Pf apPOL block = 1
- mHTT CaM bind = 10
O=C(c1cc2ccccc2s1)N1CCC(O)(c2ccc(Cl)cc2)CC1
- Pf apPOL block = -1
- mHTT CaM bind = .
CCN1CCN(c2ccc(NC(=O)c3cccc(C(F)(F)F)c3)cn2)C1=O
- Pf apPOL block = -1
- mHTT CaM bind = -6
O=C(Nc1ccc(F)c(Cl)c1)c1cc2cc3ccc(Cl)cc3nc2o1
- Pf apPOL block = -2
- mHTT CaM bind = -3

# A draw from above in order of molar mass, falling.
SMILES,Pf apPOL block,mHTT CaM bind
Cc1nc(SCC(=O)Nc2cccc(C(F)(F)F)c2)c2cnn(-c3ccccc3)c2n1,1,-6
Cc1ccc(C2CC(C(F)(F)F)n3nc(C(=O)Nc4ccccc4C)cc3N2)cc1 (centres undefined),-2,1
Cc1ccc(NC(=O)Cn2nc3c(cc2=O)CCCC3)cc1C,3,0

# The listing continues.
SMILES,Pf apPOL block,mHTT CaM bind
CN(/C=C/c1c([N+](=O)[O-])c(=O)n(C)c(=O)n1C)c1ccccc1,5,-3
COc1ccccc1C(=O)N1CCCC2(C1)Nc1cccnc1NC2=NCc1ccccc1 (centres undefined),-8,1
Cc1ccc(S(=O)(=O)N2CCC(n3cnc4cc(F)ccc4c3=O)CC2)cc1C,-7,0
OCC(O)CN(c1ccccc1)c1ccccc1 (centres undefined),-8,2
O=c1nc2n(c3ccc(Cl)cc13)Cc1ccccc1-2,3,-2
CCC(Sc1nnc2c(n1)[nH]c1ccccc12)C(=O)Nc1ccccc1OC (centres undefined),-1,23
Cc1ccc(S(=O)(=O)N(CC(=O)O)Cc2ccc(Br)cc2)cc1,-2,-4
CCCCCCCCCn1c(=O)c2c(ncn2C)n(C)c1=O,.,-18
N#CC(=NNc1ccc(OC(F)(F)F)cc1)C(=O)c1ccc(Cl)cc1,-2,.
O=C(Nc1ccc(F)c(Cl)c1)c1cc(S(=O)(=O)N2CCOCC2)ccc1F,0,-1
Cc1ccc(CNC(=O)N2CCCC2c2ccccc2C)cc1 (centres undefined),-6,-7
Cc1nn(C)cc1C(=O)CC(=O)C(F)(F)F,.,-4
O=C(Nc1ccc(F)cc1)Nc1nnc(COc2ccc([N+](=O)[O-])cc2)s1,-2,-4
COc1ccc(CCC(=O)NCCCOc2cccc3cccnc23)cc1,-5,2
Cc1ccc(C(=O)NNC(=O)c2c(-n3c(C)ccc3C)sc3c2CCCC3)cc1,8,.
CCCCOC(=O)COc1ccc2c(C)cc(=O)oc2c1,-2,-6
Cc1ccc(N=Cc2[nH]c3ccc(Br)c(Cl)c3c2O)cc1C,-20,7

# Retrieved by structure from the entries so far, two records:
SMILES,Pf apPOL block,mHTT CaM bind
CN(/C=C/c1c([N+](=O)[O-])c(=O)n(C)c(=O)n1C)c1ccccc1,5,-3
Cc1ccc(S(=O)(=O)N(CC(=O)O)Cc2ccc(Br)cc2)cc1,-2,-4

# Bioassay records from PubChem.
